# Bioassay records from PubChem BioAssay.
# DAT uptake mod – changed hDAT dopamine uptake under cocaine IC80, either direction, primary screen, cocaine antagonist project, cell-based, LLC-PK1 hDAT, [14C]-dopamine uptake, MLSMR; B-score at 10 µM; 1.3% of 110,000 active; AID 449768, 2010; LLC-PK1 hDAT cells, [14C]-dopamine uptake with cocaine IC80; actives deviate in either direction; Sodium-dependent dopamine transporter (Homo sapiens), Q01959;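 active means Z score or B-score, a plate-position-corrected score, falls beyond the plate's 99.7% confidence bounds, in either direction; inactive means both scores lie inside the 99.7% bounds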;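 further: scored against the spread of the other compound wells on the same plate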
# HUVEC tox TNFa – cytotoxicity in TNFa-stimulated HUVEC, primary screen, cytotoxicity control for VCAM1 expression modulator project, imaging, Hoechst nuclei count | HUVEC TNFalpha-stimulated, Hoechst cell count | 0.17% of 93,000 active | cell count reduction, % at 2 µM;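 active means cell count reduction exceeding the screen mean by over 5 SD, scaled to untreated wells per plate, cut at about 78% in these data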;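 further: cells counted after 24 h of TNF alpha exposure following the 1 h pretreatment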
# cytoskel mod – modifiers of F-actin cytoskeleton organization, primary screen, imaging, HUVEC, phalloidin staining, high-content imaging. HUVEC TNFa F-actin phalloidin imaging. inhibition, % at 2 µM. 0.18% of 91,000 active. AID 836, 2007;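 active means inhibition above the batch mean plus 3 SD and confirmed as a hit by visual image inspection, cut at about 30% in these data, passing the limit was not always enough; inconclusive means above the inhibition threshold but rejected on visual inspection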; further: strong numbers were not always called active
# Plk1 PBD FP – Plk1 polo box domain binding inhibitors, primary screen, biochemical, fluorescence polarization; Serine/threonine-protein kinase PLK1 (Homo sapiens), P53350; Plk1 PBD phosphopeptide binding; inhibition, %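 (tested at about 20 µM)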; 0.13% of 97,000 active; AID 693, 2007; in the data active means inhibition above about 34%, passing the limit was not always enough
# sEH inhibitor – soluble epoxide hydrolase inhibitors, primary screen, biochemical, human sEH; Bifunctional epoxide hydrolase 2 (Homo sapiens), P34913; recombinant human sEH enzymatic activity assay; inhibition, % at 2 µM; 0.34% of 91,000 active; in the data active means inhibition above about 80%; further: values of inactives mirror those of a sister screen read the other way; many of its hits are not listed in these tables
# Target sequence (P34913 whole entry, looked up): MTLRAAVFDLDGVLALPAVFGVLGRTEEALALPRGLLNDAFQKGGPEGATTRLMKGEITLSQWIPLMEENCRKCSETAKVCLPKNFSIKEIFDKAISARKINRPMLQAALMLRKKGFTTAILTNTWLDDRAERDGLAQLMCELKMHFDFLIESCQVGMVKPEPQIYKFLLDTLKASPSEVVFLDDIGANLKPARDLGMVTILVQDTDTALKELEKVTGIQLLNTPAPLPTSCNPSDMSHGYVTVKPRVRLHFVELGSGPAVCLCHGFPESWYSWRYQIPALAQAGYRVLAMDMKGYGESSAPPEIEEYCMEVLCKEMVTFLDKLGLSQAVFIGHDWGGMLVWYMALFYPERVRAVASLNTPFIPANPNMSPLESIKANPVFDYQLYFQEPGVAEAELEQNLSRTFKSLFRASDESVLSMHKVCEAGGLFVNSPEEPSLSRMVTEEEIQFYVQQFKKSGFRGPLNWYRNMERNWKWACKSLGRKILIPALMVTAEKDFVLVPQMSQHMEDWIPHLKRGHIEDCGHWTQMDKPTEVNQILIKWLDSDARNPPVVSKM
# PLK1 kinase inh – human PLK1 kinase inhibitors, primary screen, biochemical, TR-FRET; Serine/threonine-protein kinase PLK1 (Homo sapiens), P53350; recombinant PLK1 kinase, TR-FRET peptide phosphorylation; inhibition, % at 10 µM; 0.53% of 97,000 active;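 active means inhibition of 50% or more in the single-concentration screen; inactive means inhibition below 50%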;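 further: 0% = DMSO max control and 100% = H-89 dihydrochloride min control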
# VCAM1 TNFa inh – inhibitors of TNFa-induced VCAM1 expression, primary screen, imaging, HUVEC, TNFa stimulus, immunofluorescence; HUVEC TNFa-induced VCAM-1 immunofluorescence, high-content imaging; inhibition, % at 2 µM; 0.48% of 95,000 active;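 active means inhibition above the batch mean plus 3 SD, with images confirmed as a hit by eye, cut at about 37% in these data; inconclusive means inhibition above that limit but hit not confirmed in images; inactive means inhibition not above that limit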;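 further: 0% = TNF-stimulated DMSO wells and 100% = unstimulated control wells; not every result past the cut was called active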
# Ecoli WT expand – growth inhibitors of wild-type E. coli, primary screen, strain BW25113, expanded library, OD600 | OD600 absorbance | growth inhibition, % at 100 µM | 0.15% of 98,000 active | AID 710, 2007;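 active means growth inhibition above about 50% at one test dose, limit read from the data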;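 further: growth measured after 20 h incubation at 37 °C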
# HUVEC tox IL1B – cytotoxicity in IL-1B stimulated HUVEC, primary screen, cytotoxicity control for IL-1B NFkB translocation project, imaging, Hoechst nuclear count, IL-1B stimulus | 0.41% of 94,000 active | cell count reduction, % at 2 µM | HUVEC cell count loss | AID 845, 2007;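 active means cell count reduction more than 3 SD above the screen-wide mean, cut at about 70% in these data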;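 further: normalized per plate to untreated control cells as the no-loss baseline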
# * hit, by the source's call; u = inconclusive; x = not tested or not shown.
SMILES,DAT uptake mod,HUVEC tox TNFa,cytoskel mod,Plk1 PBD FP,sEH inhibitor,PLK1 kinase inh,VCAM1 TNFa inh,Ecoli WT expand,HUVEC tox IL1B
Cn1c(=O)cc(OCC(=O)N2CCN(Cc3ccc4c(c3)OCO4)CC2)c2ccccc21,0.352,-5.8,-6.3,6.2,-5.8,-10.0,15.4,3.0,-24.3
CCC(=NC1CCN(Cc2ccccc2)CC1)c1c(O)[nH]c(=O)[nH]c1=O,1.11,-12.3,-10.5,2.3,7.9,-7.5,2.2,7.0,-9.7
Cc1cccnc1NC1=NCC(C)S1 (stereo not drawn),-0.223,11.2,0.3,17.0,14.7,-14.2,18.7,1.0,-15.3
CN1CCN(Cc2ccc(OC(F)(F)F)cc2)CC1,-0.619,-13.9,-18.2,-8.8,3.2,-16.0,22.8,6.0,5.7
CNC(=O)N(C)c1nnc(C(C)(C)C)s1,0.314,1.5,-13.5,-9.3,-1.5,-4.6,-4.5,-5.0,-1.3
Cn1c(O)c(C=NCCCNC2CCCCC2)c(=O)n(C)c1=O,-0.0165,17.3,-5.8,-14.0,-1.8,1.6,-5.3,-1.0,8.2
CN(C)c1nc(OCCNC(=O)COc2ccc(Cl)cc2Cl)nc(N2CCCCC2)n1,0.275,x,x,-3.6,-8.0,-6.3,x,-7.0,-20.3
CCCNC(=O)N1C2CCC1CC(O)(c1cccnc1)C2 (stereo not drawn),-0.803,-10.0,-8.8,-16.0,x,3.7,22.3,-1.0,12.9
CCOC(=O)C(O)(c1cn(C)c2ccccc12)C(F)(F)F (stereo not drawn),0.043,-35.9,-17.4,-12.5,8.2,-15.5,20.8,4.0,-19.8
COc1cc2[nH]c(=O)n(-c3cccc(Cl)c3)c(=O)c2cc1OC,0.00525,8.5,11.7,20.5,-3.5,-12.9,22.6,-6.0,-23.7

# One compound at a time, from the list above. Screens in order: DAT uptake mod	HUVEC tox TNFa	cytoskel mod	Plk1 PBD FP	sEH inhibitor	PLK1 kinase inh	VCAM1 TNFa inh	Ecoli WT expand	HUVEC tox IL1B
# CN1CCN(Cc2ccc(OC(F)(F)F)cc2)CC1 in the list: -0.619	-13.9	-18.2	-8.8	3.2	-16.0	22.8	6.0	5.7
# Cn1c(=O)cc(OCC(=O)N2CCN(Cc3ccc4c(c3)OCO4)CC2)c2ccccc21 in the list: 0.352	-5.8	-6.3	6.2	-5.8	-10.0	15.4	3.0	-24.3

# The list continues.
SMILES,DAT uptake mod,HUVEC tox TNFa,cytoskel mod,Plk1 PBD FP,sEH inhibitor,PLK1 kinase inh,VCAM1 TNFa inh,Ecoli WT expand,HUVEC tox IL1B
Cn1c(=O)cc(SCC(=O)N2CCC3(CC2)OCCO3)c2ccc(Cl)cc21,0.637,-16.2,-10.9,-3.5,5.6,-14.9,3.7,-1.0,-17.3
CC(C)CCn1c(N)c(C(=O)OCC2CCCO2)c2nc3ccccc3nc21 (stereo not drawn),1.26,-0.8,-32.0,-27.7,-6.5,-16.2,7.8,3.0,0.5
Cc1nc2ccccc2c(=O)n1-c1cccnc1,1.46,8.4,21.2,29.0,3.5,-9.5,-4.0,3.0,-5.5
COCCNC(=O)c1c(NC(=O)c2ccco2)n(Cc2ccccc2)c2nc3ccccc3nc12,0.923,x,x,1.5,-15.0,1.4,x,-13.0,x
CCN1CCN(Cc2cc(Br)cc(Br)c2O)CC1,-0.0394,-2.1,-9.5,-1.4,-3.8,-4.0,-4.2,6.0,-4.8
COc1ccccc1N(CC(=O)NC1CCCC1)C(=O)c1cnn(C(C)C)c1,-0.224,-21.8,13.5,-7.6,-1.7,-3.0,6.5,x,-1.9
COc1cccc(C2=NOC(C(=O)N3CCC4(CC3)OCCO4)C2)c1 (stereo not drawn),-0.00268,-13.2,-6.6,16.8,7.0,-2.3,-5.1,3.0,-5.6
CCNCC1(c2ccc(OC)c(OC)c2)CCCC1,0.388,5.8,-9.1,2.9,-2.8,-5.0,-11.6,3.0,-2.0
O=c1[nH]c(O)c(/C=C2\C=NN=C2c2ccccc2)c(=O)[nH]1,-1.21,-5.3,4.0,26.7,4.0,-10.9,-18.1,-4.0,-7.3
CCOC(=O)C(NC(=O)CC)(Nc1ccc(C(O)(C(=O)OCC)C(F)(F)F)cc1C)C(F)(F)F (stereo not drawn),0.685,-4.3,-17.7,-0.5,-3.6,-8.6,15.9,17.0,x
CC[N+](C)(CC)CCCOC(=O)C(O)(c1ccccc1)C1CCCCC1 (stereo not drawn),-0.483,3.7,-2.2,-23.4,5.0,-13.7,24.5,x,-3.4
CCC(=NCc1cccnc1)c1c(O)n(Cc2ccccc2)c(=O)[nH]c1=O,-0.00198,-32.1,-12.8,-20.2,-3.2,-2.2,6.2,4.0,-3.3
Cc1nn(Cc2ccccc2)c(C)c1C(=O)OCC(=O)Nc1ccccc1SCC#N,0.42,-22.1,-11.6,-13.0,1.3,-6.4,11.9,-3.0,-8.5
CCOc1ccc(C2SCC(=O)Nc3c2c(C)nn3C2CCOC(C)(C)C2)cc1 (stereo not drawn),0.709,6.8,-14.0,-3.5,-9.5,-5.3,-3.1,3.0,1.7
C=C1N2CCC(CC2)C1(O)c1ccccc1C (stereo not drawn),-0.656,14.6,u,9.9,x,-6.0,u,11.0,2.5
CC1(C)CC(n2[nH]c(=O)c3c2NC(=O)CSC3c2ccccc2)CCO1 (stereo not drawn),-0.173,-3.8,14.8,-2.8,-0.3,-4.3,-3.5,-11.0,-27.9
COC(=O)C(O)(c1ccc(NC(=O)c2ccco2)c(OC)c1)C(F)(F)F (stereo not drawn),-0.379,-9.1,15.9,2.7,-15.0,-19.1,-6.7,1.0,-4.0
Cc1ccc(N(C)C(=O)Oc2cccc3cccnc23)cc1,0.261,-7.8,-1.0,-40.8,8.1,-14.3,21.8,9.0,-2.9
Cc1ccc(-c2nc3ccccc3c(=O)n2-c2cc(C)ccn2)cc1,0.0129,-20.1,14.1,7.3,9.0,-10.1,2.7,-1.0,6.3
CCC/C(=N\O)c1c[nH]c2ccccc12,1.62,0.0,-23.9,13.4,-7.9,-7.1,25.9,11.0,0.4
COc1ccc2nc(/N=C/c3c(O)n(-c4cccc(Cl)c4)c(=O)[nH]c3=O)sc2c1,-1.62,4.2,14.9,8.0,1.9,-19.5,-6.3,3.0,3.0
COc1ccc2c(CCN)c[nH]c2c1,-0.334,-34.0,19.6,-4.4,17.0,-5.6,6.2,-10.0,-5.2
CCC1(CCc2ccncc2)C(=O)NC(=O)NC1=O,0.116,-9.8,12.1,-2.9,8.3,-1.7,10.6,3.0,-10.5
CC(=O)NC(=O)NC(C)Cc1ccccc1 (stereo not drawn),0.999,-8.0,-11.7,-7.2,-2.4,-7.2,16.5,1.0,-10.1
OC(c1ccccc1)(c1ccccc1)C1CCCN1 (stereo not drawn),-0.325,x,x,-4.1,-14.1,-10.0,x,4.0,8.9
Fc1ccc(CCNCc2ccc(Cl)c(Cl)c2)cc1,-0.782,-14.4,33.1,-11.0,24.3,7.0,5.1,67.0*,x
NC1CCCCC1N=Cc1c(O)n(Cc2ccc(F)cc2)c(=O)[nH]c1=O (stereo not drawn),-0.915,-23.0,-39.3,-11.0,1.6,0.4,-0.9,-7.0,7.8
CCOc1ccc2[nH]c(=O)c(CN(CCO)C3(c4nnnn4C4CCCCC4)CCCCC3)cc2c1,x,-25.9,-15.4,18.6,11.2,0.5,16.6,0.0,-2.5
O=C(c1ccc2c(=O)n(Cc3ccc4c(c3)OCO4)c(=S)[nH]c2c1)N1CCC2(CC1)OCCO2,0.451,-12.6,6.0,-26.8,26.2,-7.5,-16.8,-4.0,-27.0
COc1cccc(CNC2CN3CCC2CC3)c1OC (stereo not drawn),-1.26,-11.8,-10.3,-4.9,-12.7,-6.8,-21.4,-2.0,-17.8
N=C(N)c1c(O)n(C2CCCCC2)c(=O)n(C2CCCCC2)c1=O,0.721,-17.6,4.4,-13.4,9.6,-5.8,-1.9,-4.0,5.6
CCCCCCCC(=O)NC(Oc1ccccc1[N+](=O)[O-])C(Cl)(Cl)Cl (stereo not drawn),0.504,9.5,x,-11.9,-0.4,-1.8,12.1,3.0,15.2
CN1CCc2nc3sc(C(=O)NC(C)(C)C)c(N)c3cc2C1,0.101,8.0,0.1,9.2,1.3,-6.1,-3.4,0.0,-18.8
CC(=O)c1cccc(OCC(O)CN2CC=C(c3ccccc3)CC2)c1 (stereo not drawn),-0.0173,7.6,4.7,-6.7,5.2,-6.6,4.2,5.0,-25.3
O=C(c1cccn2c(=O)c3cc(Br)ccc3nc12)N1CCC2(CC1)OCCO2,-0.0632,-21.1,9.1,9.8,1.2,-16.4,0.9,-9.0,15.1
O=c1[nH]c(=O)n(-c2cccc(Cl)c2)c(O)c1C=NCCN1CCCCC1,1.01,x,x,11.1,x,-9.7,x,-4.0,-27.6
N#Cc1ccccc1Cn1cc(C(=O)c2ccco2)c2ccccc21,0.152,-31.0,26.0,3.8,-1.8,-13.3,10.8,-4.0,-20.8
CCCC1(CCC)C(=O)NC(=Nc2ccccc2)NC1=O,-0.717,-16.9,-8.2,0.7,3.0,-6.2,0.1,5.0,10.3
COc1ccc(CCNC(C)CCc2ccc(OC)cc2)cc1 (stereo not drawn),0.0779,3.5,-7.0,-6.4,-8.9,-3.4,23.5,3.0,x
Cc1ccc2nc3c(cc2c1)CC1(C(=O)N(C)C(=O)N(C)C1=O)C1COCCN31 (stereo not drawn),0.225,-21.6,12.3,-6.8,-3.2,-8.4,-2.2,6.0,-5.4
CCCC(C)C1(CC)C(=O)NC(=Nc2ccc(F)cc2)NC1=O (stereo not drawn),-0.757,-9.0,-20.4,-7.5,-5.8,-2.0,-2.4,4.0,-5.8
CC1=NN(c2ccccc2)C(=O)C1/C=C1/C(=O)NC(=O)N(c2cccc(C)c2)C1=O (stereo not drawn),-1.08,-3.1,8.6,-7.7,-5.4,-7.0,7.4,1.0,25.4
CCN(CC)c1ccc(N=Cc2c(O)n(-c3ccc(Cl)cc3)c(=O)[nH]c2=O)cc1,1.3,-14.0,15.3,-3.8,-1.1,-9.7,13.1,-8.0,-33.9
C=CCn1c(O)c(C(CC)=Nc2ccccc2NC(C)=O)c(=O)[nH]c1=O,1.43,-6.4,1.1,-17.3,-8.5,-9.2,4.8,-2.0,-15.8
COC(=O)c1ccc(N2C(=O)CC(N3CCC(n4c(=O)[nH]c5ccccc54)CC3)C2=O)cc1 (stereo not drawn),2.4,-12.2,8.9,-2.1,-3.6,-10.8,-0.6,-3.0,-19.9
COCCCNC(=O)c1c(NC(=O)c2ccco2)n(Cc2ccccc2)c2nc3ccccc3nc12,-0.0462,2.7,-13.0,24.4,-25.5,7.3,11.6,-13.0,-7.8
O=C(c1cc2cc3ccc(Cl)cc3nc2o1)N1CCC2(CC1)OCCO2,-1.21,-6.3,25.6,-9.5,26.2,3.7,-10.8,-4.0,-25.5
CC(=O)Nc1ccc2c(c1)CC1(C(=O)N(C)C(=O)N(C)C1=O)C1CCCN21 (stereo not drawn),0.498,-3.4,8.9,26.1,6.4,0.8,10.0,0.0,-21.7
Cc1ccc(N2C(=O)/C(=C/N3CCN(C(=O)c4ccco4)CC3)C(=O)NC2=S)cc1C,-0.079,-9.7,-13.6,24.5,6.2,-9.6,24.8,-2.0,x

# The list is partial. The share of hits here may be higher or lower than overall.
